Screens (PubChem BioAssay)
HTRA1 inh = HTRA1 serine protease inhibitors, primary screen, biochemical, fluorescence polarization, HTS. Q92743. recombinant HTRA1, FP-rhodamine activity-based probe. inhibition, % at 5.96 µM. 340,000 tested, 0.5% active. AID 504803, 2011; in the data active means inhibition above about 36%;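 further: 0% = enzyme with DMSO and 100% = wells lacking enzyme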
LEDGF integ inh = blockers of LEDGF/p75-dependent integrase strand transfer – biochemical, TR-FRET, high throughput, primary screen; TR-FRET IN-LEDGF/p75 DNA integration, Eu/Cy5; inhibition, % at 3.7 µM; 370,000 tested, 0.64% active;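 active means inhibition above the screen-wide mean plus 3 SD, cut at about 13% in these data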;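 further: signal is the Cy5 over europium emission ratio at 671 and 618 nm; 0% = plate median of compound wells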
SIAE primary = human SIAE inhibitors, primary screen, biochemical, fluorescence polarization, FP-Rh probe, 1536-well HTS | 370,000 tested, 0.69% active | SIAE FP-Rh probe binding | inhibition, % at 9.66 µM;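 active means inhibition above a cutoff: mean of compounds within the control limits plus 3 SD of those, cut at about 17% in these data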;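 further: 0% = plate median of compound wells and 100% = probe without SIAE protein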
Target sequence (Q9HAT2 whole entry, looked up): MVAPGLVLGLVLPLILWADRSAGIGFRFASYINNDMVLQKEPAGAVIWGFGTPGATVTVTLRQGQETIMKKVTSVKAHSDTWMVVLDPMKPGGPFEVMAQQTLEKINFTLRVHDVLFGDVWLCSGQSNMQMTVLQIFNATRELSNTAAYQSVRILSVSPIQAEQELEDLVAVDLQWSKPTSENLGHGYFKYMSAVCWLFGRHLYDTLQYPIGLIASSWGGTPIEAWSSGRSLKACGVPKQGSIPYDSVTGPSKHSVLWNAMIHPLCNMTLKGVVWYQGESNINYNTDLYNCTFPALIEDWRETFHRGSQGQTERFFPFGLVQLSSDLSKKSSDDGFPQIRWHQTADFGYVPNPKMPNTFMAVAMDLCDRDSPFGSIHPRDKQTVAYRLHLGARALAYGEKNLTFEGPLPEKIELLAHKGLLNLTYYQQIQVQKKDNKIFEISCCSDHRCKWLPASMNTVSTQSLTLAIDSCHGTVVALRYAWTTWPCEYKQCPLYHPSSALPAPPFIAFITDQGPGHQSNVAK
mABHD4 FP = ABHD4 inhibitors, primary screen, biochemical, fluorescence polarization, mouse; (Lyso)-N-acylphosphatidylethanolamine lipase (Mus musculus), Q8VD66; purified mABHD4, FP-Rh probe fluorescence polarization; inhibition, % at 8.92 µM; 370,000 tested, 0.54% active;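 active means inhibition exceeding the mean over every tested compound plus 3 SD, cut at about 30% in these data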;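 further: 0% = plate median of compound wells and 100% = S159A mutant with DMSO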
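Test system: mABHD4 protein; Read-out basis: % inhibition; Incubation: 45 min + 60 min at 25 °C; Repeats: single replicate; Technique: fluorescence polarization with parallel and perpendicular emission, 525/598 nm; Compound: 8.92 µM, single dose; Benchmarks: full inhibition S159A mutant plus DMSO, zero as sample-well median.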
Tn7 DDE FP = inhibitors of Tn7 peptide binding to fibrin DD(E), primary screen, biochemical, fluorescence polarization, human fibrin, Tn7 probe; Fibrinogen beta chain (Homo sapiens), P02675; FP displacement of FITC-Tn7 peptide from fibrin DD(E); 0% = median of compound wells per plate; inhibition, % at 8.3 µM; 370,000 tested, 0.13% active; AID 720508, 2013;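 active means inhibition above the mean of compounds falling within the control limits plus 3 SD of them, cut at about 14% in these data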;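 further: 0% = plate median of compound wells and 100% = 10 µM Aha-Tn7 peptide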
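Test system – human fibrin DD(E) · Times – 10 min preincubation, 3 h with tracer, room temperature · Detection – fluorescence polarization of the labelled Tn7 tracer · Measure – percent inhibition normalized to high-control wells · Benchmarks – high control wells with 10 µM unlabelled Aha-Tn7 peptide (full inhibition) · Repeats – singlicate testing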
UHRF1 MBD2 ctr = UHRF1 methylated DNA binding inhibitors, primary screen, counter-screen for MBD2 inhibitor project, biochemical, TR-FRET, human UHRF1, single concentration. UHRF1 binding to methylated oligo. 370,000 tested, 0.75% active. AID 687016, 2013. inhibition, % at 4.4 µM. E3 ubiquitin-protein ligase UHRF1 (Homo sapiens), Q96T88; in the data active means inhibition above about 21%;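 further: UHRF1 SRA domain binding a hemimethylated CpG hairpin DNA probe; 0% = median of test compound wells and 100% = reference inhibitor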
PG9 binder = binders of HIV-1 gp120 antibody PG9, primary screen, biochemical, TR-FRET | HIV-1 gp120 / PG9 antibody interaction | TR-FRET gp120-PG9 antibody binding | inhibition, % at 6.7 µM | 360,000 tested, 0.43% active; in the data active means inhibition above about 8.5%
PRMT1 FP inh = PRMT1 methyltransferase inhibitors, primary screen, biochemical, fluorescence polarization; recombinant PRMT1, activity-based probe fluorescence polarization; inhibition, % at 2.79 µM; 370,000 tested, 1.3% active; AID 652257, 2013;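 active means inhibition above about 21% made by adding two undisclosed values, limit read from the data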
Target sequence (Q99873 whole entry, looked up): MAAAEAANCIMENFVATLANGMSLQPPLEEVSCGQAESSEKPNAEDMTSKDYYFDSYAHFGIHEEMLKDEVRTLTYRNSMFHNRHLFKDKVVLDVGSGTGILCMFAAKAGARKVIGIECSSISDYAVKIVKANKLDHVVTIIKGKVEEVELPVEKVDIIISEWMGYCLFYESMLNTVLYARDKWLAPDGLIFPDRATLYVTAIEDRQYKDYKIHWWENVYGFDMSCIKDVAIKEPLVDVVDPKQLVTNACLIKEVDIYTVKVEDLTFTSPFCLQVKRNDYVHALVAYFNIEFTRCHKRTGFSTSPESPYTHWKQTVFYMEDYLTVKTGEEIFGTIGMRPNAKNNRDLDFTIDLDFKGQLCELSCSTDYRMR
TCR-CD3 inh = inhibitors of human TCR-CD3 interaction, primary screen, biochemical, fluorescence, TAMRA-labeled TCR probe; 360,000 tested, 0.37% active; inhibition, % at 9.4 µM; in the data active means inhibition above about 19%;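 further: recombinant mutant TCR 2C K166C tagged with TAMRA read by polarization; 0% = receptor in buffer alone and 100% = receptor with positive control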
TDP2 absorb = human TDP2 enzyme inhibitors, primary screen, biochemical, epi absorbance, recombinant enzyme | Tyrosyl-DNA phosphodiesterase 2 (Homo sapiens), O95551 | T5PNP hydrolysis, p-nitrophenol absorbance 415 nm | inhibition, % at 12.8 µM | 370,000 tested, 0.34% active | AID 720702, 2013;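 active means inhibition above the mean of all tested compounds plus 3 SD, set per campaign, cut at about 25% in these data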;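 further: 0% = DMSO with enzyme and 100% = buffer with substrate but no TDP2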
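System – recombinant human TDP2 · Amount – 120 nM TDP2 per well · Buffer or medium – Mg2+-containing Tris-HCl buffer, pH 7.5 · Reagent – T5PNP substrate, 5 mM · Dosing – 12.8 µM single point, 1% DMSO · Incubation – 2 h at 37 °C · Measured by – epi absorbance · Read-out basis – percent inhibition · Benchmarks – high control without enzyme, low control DMSO plus TDP2 · Repeats – singlicate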
Active calls of the source: *; / = not tested or not shown.

compound	HTRA1 inh	LEDGF integ inh	SIAE primary	mABHD4 FP	Tn7 DDE FP	UHRF1 MBD2 ctr	PG9 binder	PRMT1 FP inh	TCR-CD3 inh	TDP2 absorb
Clc1ccc(-c2nc3ccccn3c2CN2CCOCC2)cc1	-2	1	1	2	-2	0	-0.3	4	1	-1
O=C(NCCc1ccccc1)C1CCN(S(=O)(=O)c2cccnc2)CC1	4	-1	7	0	4	5	1.0	4	-9	-6
O=C(CCNS(=O)(=O)c1ccccc1)Nc1ccccc1	1	1	1	-2	1	0	-0.2	-4	6	4
CN(C(=O)c1ccco1)c1nc(-c2ccccc2)cs1	-10	2	-4	-9	-5	-2	-0.8	-4	-1	17
O=C(CSc1nnc2ccccn12)NCc1ccc2c(c1)OCO2	6	2	-3	-4	-2	2	-2.8	-1	-7	-10
O=C(N=C1SC2CS(=O)(=O)CC2N1CCc1ccccc1)C1CCCCC1 (centres undefined)	-1	-5	-3	2	3	1	-0.7	2	-10	4
N/C(=N\NC(=O)c1ccc(Cl)cc1)c1cnccn1	6	-2	0	18	-3	6	0.1	5	-11	-2
COc1ccccc1NC(=O)CSc1nc2sc(C)c(C)c2c(=O)n1Cc1ccco1	-16	6	-25	0	-3	3	-0.7	12	2	6
CC(=O)Nc1ccc(S(=O)(=O)N2CCN(c3cnn(C)c(=O)c3Cl)CC2)cc1	13	2	-4	0	6	0	0.0	5	2	0
O=C(Nc1nncs1)c1cc(S(=O)(=O)N2CCOCC2)ccc1Cl	4	0	1	5	-1	-2	-1.6	-9	0	3
O=C(NCCN1CCOCC1)c1cccc(S(=O)(=O)N2CCCC2)c1	-2	-2	-6	-5	-4	2	0.1	-1	-2	-18
COc1ccc([C@H]2CC(=O)C=C(c3cccc(Cl)c3)C2)cc1	-40	0	-1	-20	1	2	1.5	3	-2	-3
O=C(CCc1nnc(-c2ccsc2)o1)NCc1ccccc1OC(F)(F)F	-6	4	2	2	-1	-3	-1.0	-5	1	-2
COc1cccc(CNC(=O)C2CCC(=O)N(C3CC3)C2)c1OC (centres undefined)	9	1	-2	-8	-5	2	-1.1	-8	-4	-20
Cn1c(=O)c(=O)n(C)c2cc(N3CCOCC3)c(NS(=O)(=O)c3ccc(Br)cc3)cc21	5	5	6	3	-5	2	-0.1	0	8	2
COc1cccc(C(=O)OCCN2CCCCC2)c1	-4	-5	-2	-4	4	-1	-2.1	1	7	-2
Fc1cccc(CNC(=S)OC2CCC23CCC(c2ccccc2)CC3)c1 (centres undefined)	/	-2	-3	-7	2	8	/	12	/	11
CC1CN(/C=C/C=O)C(C)CC1OC(=O)c1ccccc1 (centres undefined)	7	-12	4	3	-2	1	-1.2	-2	-8	-3
Cc1n[nH]c(C)c1CCCCOc1ccccc1F	-1	4	3	-1	-2	0	-2.4	1	2	6
COCCNC(=O)CN(C(=O)CCC(=O)Nc1ccccn1)c1ccccc1OC	6	-5	-6	-2	5	0	-0.2	3	-8	3
COc1cccc(-n2c(O)c(C=NCc3ccccn3)c3ccccc3c2=O)c1	-8	-1	-2	3	3	0	2.2	5	-8	1
CSc1ccc2nnc(-c3cccc(F)c3)n2n1	-1	0	4	4	-1	-7	-1.2	0	0	15
CN1C(=O)NC(NC(=O)c2cccs2)(C(F)(F)F)C1=O (centres undefined)	0	2	0	-2	5	0	1.4	0	-2	-1
C=CCc1cccc(CNc2c(C)n(C)n(-c3ccccc3)c2=O)c1O	-16	0	5	-4	-4	-1	-1.7	-2	-1	-2
COc1ccc(NC(=O)NCCCN2CCCC2=O)cc1	-11	1	1	0	0	-1	-0.2	4	5	4

Part of the list above in order of formula weight, low to high:
compound	HTRA1 inh	LEDGF integ inh	SIAE primary	mABHD4 FP	Tn7 DDE FP	UHRF1 MBD2 ctr	PG9 binder	PRMT1 FP inh	TCR-CD3 inh	TDP2 absorb
CN(C(=O)c1ccco1)c1nc(-c2ccccc2)cs1	-10	2	-4	-9	-5	-2	-0.8	-4	-1	17
O=C(NCCc1ccccc1)C1CCN(S(=O)(=O)c2cccnc2)CC1	4	-1	7	0	4	5	1.0	4	-9	-6
COc1cccc(-n2c(O)c(C=NCc3ccccn3)c3ccccc3c2=O)c1	-8	-1	-2	3	3	0	2.2	5	-8	1

More structures
compound	HTRA1 inh	LEDGF integ inh	SIAE primary	mABHD4 FP	Tn7 DDE FP	UHRF1 MBD2 ctr	PG9 binder	PRMT1 FP inh	TCR-CD3 inh	TDP2 absorb
COc1cc2ncnc(NCc3ccc(C)cc3)c2cc1OC	-6	-5	-2	2	14*	0	-3.0	-1	3	-2
NC(=O)c1ccccc1NC(=O)Nc1cccc(Cl)c1	-10	2	-4	-8	3	-2	-2.8	-4	4	-11
COC(=O)c1ccc2c(=O)n(-c3ccccc3)c(=S)[nH]c2c1	2	-4	5	3	1	1	-1.2	-3	0	-7
O=C(O)c1nn(-c2ccc(Cl)cc2)ccc1=O	8	2	2	2	4	1	-1.7	0	12	-3
Cc1ccc(S(=O)(=O)N(CC(=O)NN=C2CCN(C)CC2)c2ccc(C(C)C)cc2)cc1	-6	0	1	4	4	34*	-0.3	-2	1	3
O=C1OCC/C1=C1/NCCNC1=O	3	1	2	3	-3	-2	0.7	1	7	5
O=C(Nc1ccc(N2CCOCC2)nc1N1CCOCC1)c1cccc(C(F)(F)F)c1	11	-2	8	6	3	1	-3.0	0	5	-9
CN1C(=O)c2cccc3c(S(=O)(=O)N(C)C)ccc1c23	4	2	0	0	0	-6	-0.5	3	-4	2
CCN(CC(=O)NCc1cccs1)C(=O)/C=C/c1ccc(OC)cc1OC	-3	4	-3	1	4	-3	0.3	2	9	20
Cc1cccc(NC(=O)CSCc2nc3c(nnn3Cc3ccc(F)cc3)c(=O)[nH]2)c1C	0	1	6	-3	10	5	-0.5	4	-8	10
Clc1ccc([C@H]2OC[C@@]3(CNCc4ccccc4)CS[C@H](c4ccc(Cl)cc4)N23)cc1	/	-2	2	-16	5	1	/	1	/	-5
CCC(C)Sc1nnc(NS(=O)(=O)Cc2ccccc2)s1 (centres undefined)	-4	-1	1	11	-3	1	-1.1	-3	2	7
CCOC(=O)c1cc2occc2n1Cc1ccc(F)cc1	-11	0	4	-3	-7	0	0.4	0	0	8
C[C@@H]1CN([C@H](C)CO)C(=O)CCCn2cc(nn2)CO[C@H]1CN(C)S(=O)(=O)c1ccc(-c2ccccc2)cc1	1	-8	-3	6	6	-1	0.5	-2	-1	3
CCOC(=O)CC[C@H](NC(=O)Cn1cnc2c(OCc3ccccc3)ncnc21)C(=O)OCC	2	-4	7	-1	-8	-1	-0.6	3	-8	5
COC(=O)[C@@]12C[C@@H](CC(=O)N3CCN(C(=O)c4ccco4)CC3)C(=O)N(Cc3ccc4c(c3)OCO4)C1=CCC(C)(C)C2	/	1	0	1	-4	1	0.4	-5	5	-7
CS(=O)(=O)N1CCN(c2ccc(NC(=O)COc3ccccc3[N+](=O)[O-])cc2)CC1	7	-1	6	8	4	2	-1.0	3	12	3
CCCCN1C(=O)c2ccc(C(=O)Nc3ccc(S(=O)(=O)N(C)C)cc3)cc2C1=O	-15	-1	-9	-16	0	-2	-2.1	2	2	10
CCOc1c(O)ccc(C2NC(=O)NC(C)=C2C(=O)OC)c1[N+](=O)[O-] (centres undefined)	3	-2	4	4	-1	0	-2.1	0	6	-1
COc1cc2nc(N(CCCN(C)C)C(=O)c3ccc(C(=O)c4ccccc4)cc3)sc2cc1OC	0	1	0	3	-9	-3	1.3	-6	5	-13
O=C(Nc1nnc(C2CCCCC2)s1)c1ccco1	1	-6	4	-3	-3	0	-2.5	4	-6	-11
Cc1cnc(C(=O)Nc2ccc(C)c(S(=O)(=O)N3CCCCC3)c2)cn1	-5	-2	2	3	6	-1	1.8	-1	-5	5
O=C(CCNC(=O)c1ccccc1Cl)Nc1cccc(S(=O)(=O)N2CCOCC2)c1	6	3	-6	-6	0	0	-1.1	0	-4	1
Cc1ccc(/C=N/NC(=O)C(NC(=O)c2ccccc2)c2n[nH]c(=O)c3ccccc23)cc1 (centres undefined)	-31	2	-4	-26	8	-4	-1.4	1	7	-3
CN(CCc1ccccc1)C(=O)c1ccc(NC(=O)Cc2cccc([N+](=O)[O-])c2)cc1	-23	-3	-5	1	6	-3	-0.1	0	7	-7

New compounds follow
compound	HTRA1 inh	LEDGF integ inh	SIAE primary	mABHD4 FP	Tn7 DDE FP	UHRF1 MBD2 ctr	PG9 binder	PRMT1 FP inh	TCR-CD3 inh	TDP2 absorb
COc1ccc(CNC(=O)Cn2cc(C)c(=O)[nH]c2=O)cc1	1	7	9	5	-5	-1	-1.2	-3	3	-9
O=C(CCCN1C(=O)NC2(CCCC2)C1=O)NCc1ccccc1	-3	2	2	7	-6	-1	-0.8	-5	-6	4
N#Cc1ccccc1S(=O)(=O)N1CCN(C(=O)c2ccc(-n3cncn3)c([N+](=O)[O-])c2)CC1	3	2	-3	-2	-3	0	-2.2	-5	6	0
COc1ccc(S(=O)(=O)N2N=C(c3ccc(NS(C)(=O)=O)cc3)CC2c2ccco2)cc1 (centres undefined)	-2	2	-6	7	-4	-2	-2.8	7	7	-6
COc1nc(NCCO)nc(Nc2ccc([N+](=O)[O-])cc2)n1	-6	0	-1	4	4	3	1.9	5	-8	1
Cc1cnn(C(=O)c2cc(-c3ccccn3)nc3ccc(Cl)cc23)c1	4	2	3	0	1	-2	0.1	5	-9	1
CC(C)Nc1ccc(C(CC(N)=O)NC(=O)Cc2ccc(Br)cc2)cc1[N+](=O)[O-] (centres undefined)	-6	1	-1	13	-5	4	-0.6	1	-4	6
O=C(O)CSc1nnc(-c2ccc3c(c2)OCO3)o1	-1	3	6	2	-5	6	0.8	1	8	-12
COC(=O)C1CCN(S(C)(=O)=O)CC1	2	2	-1	5	4	-1	1.6	1	-2	11
COc1c2ccoc2c(OC[C@@H](O)C(C)(C)OC)c2oc(=O)ccc12	0	3	1	6	6	-1	-1.1	2	-2	-2
O=C(CCN1C(=O)c2ccccc2C1=O)c1ccccc1	9	-5	-3	1	4	2	-1.3	6	-8	-3
CCCn1c(=O)c2[nH]c(C3CCCC3)nc2n(CCC)c1=O	0	4	-2	-5	0	-1	-0.7	0	6	7
